BioA inh – inhibitors of Mycobacterium tuberculosis BioA enzyme; inhibition, % at 9.99 µM; purified M. tuberculosis BioA enzyme, plate reader; AID 602481; 360,000 compounds, 0.096% hits; in the data active = inhibition above about 40%
An asterisk follows results filed as active.

SMILES	BioA inh
C[C@H]1CN([C@@H](C)CO)C(=O)c2cccc(NC(=O)c3cnccn3)c2O[C@H]1CN(C)Cc1ccncc1	-2.7
O=C(N[C@H]1CC[C@H](CCNC(=O)C2CC2)O[C@@H]1CO)c1ccccn1	-2.4
C[C@@H]1CN([C@H](C)CO)C(=O)c2c(c3ccccc3n2C)-c2ccccc2CO[C@@H]1CN(C)CC1CC1	1.9
CC(=O)N(C)C[C@@H]1Oc2cc(-c3ccc(F)cc3)ccc2S(=O)(=O)N([C@H](C)CO)C[C@@H]1C	4.0
C[C@@H]1CN([C@H](C)CO)C(=O)c2cc(NC(=O)Nc3ccc(F)cc3)ccc2O[C@@H]1CN(C)C(=O)Nc1cccc2ccccc12	2.8
CNC[C@@H]1Oc2ccc(NC(=O)C3CCCCC3)cc2C(=O)N([C@H](C)CO)C[C@H]1C	0.0
CN(C)CC(=O)N1[C@@H]2Cn3c(ccc(C4=CCCC4)c3=O)[C@H]1[C@@H](C(=O)NCC1CCCCC1)[C@@H]2CO	-1.1
CC(C)C#Cc1ccc([C@H]2[C@H](C#N)N(C(=O)c3ccccn3)[C@H]2CO)cc1	0.6
C[C@@H]1CCCCO[C@@H](CN(C)C(=O)Nc2ccc(C(F)(F)F)cc2)[C@H](C)CN([C@H](C)CO)C(=O)c2cc(NC(=O)Nc3cccc4ccccc34)ccc2O1	0.5
CCCNC(=O)N[C@@H]1CC[C@H](CCn2cc(C3CCCC3)nn2)O[C@H]1CO	-0.2
CC(C)NC(=O)NCC[C@H]1CC[C@H](NC(=O)c2ccc(F)cc2)[C@@H](CO)O1	3.2
CC=Cc1ccc2n(c1=O)C[C@@H]1[C@@H](CO)[C@H](C(=O)NCCC)N(CCC(F)(F)F)[C@H]21 (mixture of isomers)	-0.9
CO[C@@H]1CN(C)C(=O)c2ccc(NC(=O)C3CC3)cc2OC[C@@H](C)N(Cc2ccccc2)C[C@H]1C	-0.4
COc1ccccc1C#Cc1ccc2c(c1)O[C@H](CN(C)Cc1cccnc1)[C@H](C)CN([C@@H](C)CO)S2(=O)=O	-0.7
C[C@@H]1CCCCO[C@H](CN(C)S(C)(=O)=O)[C@@H](C)CN([C@@H](C)CO)C(=O)c2cc(NC(=O)Nc3ccc4c(c3)OCO4)ccc2O1	-1.9
C[C@@H]1CN([C@H](C)CO)C(=O)c2cc(-c3ccncc3)cnc2O[C@H]1CN(C)C(=O)C1CC1	1.1
C[C@@H]1CN([C@H](C)CO)C(=O)Cc2cc(NC(=O)c3ccncc3)ccc2O[C@H]1CN(C)S(=O)(=O)c1cccs1	4.0
O=C(NCC1CC1)[C@@H]1[C@@H](CO)[C@@H]2Cn3c(ccc(-c4cccnc4)c3=O)[C@@H]2N1C(=O)NC1CCCC1	7.0
COc1cccc(C(=O)Nc2ccc3c(c2)C(=O)N(C)[C@@H]2CC[C@@H](CC(=O)NCCCN4CCOCC4)O[C@@H]2CO3)c1	-0.6
O=C(NC[C@@H]1N[C@@H](CO)[C@H]1c1ccccc1)C1CCC1	-2.3
C[C@@H]1CCCCO[C@H](CN(C)C)[C@H](C)CN([C@H](C)CO)C(=O)c2cc(NC(=O)c3ccncc3)ccc2O1	-1.5
C[C@@H]1CN([C@@H](C)CO)S(=O)(=O)c2ccc(C3=CCCC3)cc2O[C@@H]1CN(C)Cc1ccccc1F	-3.8
COc1ccccc1CNC(=O)C[C@@H]1C[C@@H]2c3cc(NC(=O)CC4CC4)ccc3O[C@@H]2[C@@H](CO)O1	0.7
CC(C)NC(=O)N(C)C[C@@H]1Oc2cc(C#Cc3ccccn3)ccc2S(=O)(=O)N([C@@H](C)CO)C[C@@H]1C	-0.5
C[C@H]1CN([C@@H](C)CO)C(=O)c2cc(NS(=O)(=O)c3cccs3)ccc2O[C@@H]1CN(C)C(=O)Nc1cccc2ccccc12	-1.9
CNC(=O)C[C@H]1CC[C@@H]2[C@@H](COc3ccc(NC(=O)c4ccc5c(c4)OCO5)cc3C(=O)N2C)O1	2.1
O=C(NCC1CCCCC1)[C@H]1[C@H](CO)[C@H]2Cn3c(ccc(C4=CCCCC4)c3=O)[C@@H]1N2	0.3
CN1C(=O)c2cc(NC(=O)Cc3cccs3)ccc2OC[C@H]2O[C@H](CC(=O)NCCc3ccncc3)CC[C@H]21	1.8
COc1ccc(S(=O)(=O)N(C)C[C@H]2Oc3c(NS(=O)(=O)c4ccc(C)cc4)cccc3C(=O)N([C@@H](C)CO)C[C@@H]2C)cc1	-3.2
CCN1[C@@H]2c3ccc(-c4cncnc4)c(=O)n3C[C@@H]2[C@@H](CO)[C@@H]1C(=O)OC	-0.6
COc1ccc(CN(C)C[C@H]2OCCCC[C@@H](C)Oc3ccc(NC(=O)CCCN(C)C)cc3C(=O)N([C@@H](C)CO)C[C@H]2C)cc1	-1.2
COc1ccc(CN(C)C[C@@H]2OCCCC[C@H](C)Oc3ccc(NS(=O)(=O)c4ccc(Cl)cc4)cc3C(=O)N([C@H](C)CO)C[C@H]2C)cc1	-1.4
CC(C)C#Cc1ccc2c(c1)O[C@@H](CN(C)CC1CCCC1)[C@H](C)CN([C@@H](C)CO)S2(=O)=O	-2.5
O=C(C[C@H]1C=C[C@H](NC(=O)C2CCC2)[C@H](CO)O1)NCC1CC1	4.2
C[C@@H]1CN([C@H](C)CO)C(=O)c2cc(NC(=O)C3CC3)ccc2O[C@@H]1CN(C)C(=O)Nc1ccccc1	-0.9
O=C(NCC1CC1)[C@H]1[C@H](CO)[C@H]2Cn3c(ccc(-c4ccncc4)c3=O)[C@H]2N1Cc1cocn1	-0.9
COc1ccc([Si](C)(C)[C@@H]2[C@@H](CCn3cc(CCO)nn3)O[C@]3(C(=O)N(Cc4ccc(N5CCC5=O)cc4)c4ccccc43)[C@H]2C)cc1	-0.7
C[C@@H]1CN([C@H](C)CO)C(=O)Cc2cc(NC(=O)Nc3ccc(C(F)(F)F)cc3)ccc2O[C@H]1CN(C)S(C)(=O)=O	0.4
C[C@@H]1CCCCO[C@H](CN(C)CC2CCCCC2)[C@H](C)CN([C@@H](C)CO)C(=O)c2cc(NC(=O)NC3CCCCC3)ccc2O1	0.7
C[C@H](CO)N1C[C@H](C)[C@H](CN(C)S(=O)(=O)c2ccccc2)Oc2ncc(C#Cc3cccc(F)c3)cc2C1=O	0.2
CCNC(=O)C[C@@H]1CC[C@@H]2[C@H](COc3ccc(NC(=O)NC(C)C)cc3C(=O)N2C)O1	-1.4
COc1ccccc1S(=O)(=O)N(C)C[C@@H]1Oc2ncc(-c3ccc(C)cc3)cc2C(=O)N([C@@H](C)CO)C[C@@H]1C	1.5
COC(=O)C(CC#Cc1ccc2c(c1)[C@]1(C(=O)N2)[C@H](c2ccc(OCCO)cc2)N2[C@H](c3ccccc3)[C@H](c3ccccc3)OC(=O)[C@H]2[C@@H]1C(=O)N1CCCCCCC1)C(=O)OC	-2.6
COc1ccccc1C#Cc1ccc([C@H]2[C@@H](CO)N3CCCCN(S(C)(=O)=O)C[C@@H]23)cc1	2.6
COc1ccc(NC(=O)N(C)C[C@H]2OCCCC[C@H](C)Oc3ccc(NS(=O)(=O)c4cn(C)cn4)cc3C(=O)N([C@@H](C)CO)C[C@@H]2C)cc1	1.3
COc1cccc(S(=O)(=O)Nc2ccc3c(c2)OC[C@H](C)N(C(=O)Cc2cccnc2)C[C@H](C)[C@H](OC)CN(C)C3=O)c1	-1.3
COc1ccc(CNC(=O)C[C@H]2CC[C@@H](NC(=O)CN(C)C)[C@@H](CO)O2)cc1	-0.6
CCCN1C[C@@H](C)[C@H](OC)CN(C)C(=O)c2cc(NC(=O)Nc3ccccc3F)ccc2OC[C@H]1C	17
O=C(C[C@@H]1C[C@H]2c3cc(NC(=O)CC4CC4)ccc3O[C@H]2[C@H](CO)O1)NCCc1ccccc1	-2.4
COC(=O)[C@H]1[C@H](CO)[C@H]2Cn3c(ccc(-c4cccc(F)c4)c3=O)[C@H]2N1Cc1ccccn1	6.1
C[C@@H]1CN([C@H](C)CO)C(=O)Cc2cc(NC(=O)Nc3ccc4c(c3)OCO4)ccc2O[C@@H]1CN(C)S(=O)(=O)c1cccs1	-0.3
CCCNC(=O)Nc1ccc2c(c1)C(=O)N(C)C[C@@H](OC)[C@@H](C)CN(CCC)[C@@H](C)CO2	3.3
CC(C)CC#Cc1ccc2c(c1)O[C@@H](CN(C)C)[C@@H](C)CN([C@@H](C)CO)S2(=O)=O	3.4
O=C(C[C@H]1CC[C@H](NC(=O)C2CCC2)[C@@H](CO)O1)NCc1ccccc1Cl	2.5
CO[C@@H](CN(C)C(=O)c1ccc2c(c1)OCO2)[C@H](C)CN([C@@H](C)CO)S(=O)(=O)c1ccc(F)cc1	0.0
CCCC#Cc1cnc2c(c1)C(=O)N([C@H](C)CO)C[C@@H](C)[C@H](CN(C)C(=O)Nc1ccc(OC)cc1)O2	0.3
CC(C)NC(=O)N(C)C[C@H]1OCCCC[C@H](C)Oc2ccc(NC(=O)Nc3ccc4c(c3)OCO4)cc2C(=O)N([C@@H](C)CO)C[C@H]1C	1.2
C[C@H](CO)N1C[C@H](C)[C@H](CN(C)C)Oc2cc(Br)ccc2S1(=O)=O	1.4
C[C@@H]1CN([C@@H](C)CO)C(=O)Cc2cc(NC(=O)CCC(F)(F)F)ccc2O[C@H]1CN(C)CC1CCCCC1	0.0
COc1ccc(-c2ccc([C@H]3[C@@H](CO)N4CCCCN(C(=O)NC(C)C)C[C@H]34)cc2)cc1	0.0
(list continues)
SMILES	BioA inh
C[C@@H]1CN([C@@H](C)CO)C(=O)Cc2cc(NS(=O)(=O)c3ccc(Cl)cc3)ccc2O[C@@H]1CN(C)S(C)(=O)=O	0.0
C[C@@H]1CN([C@@H](C)CO)C(=O)c2cc(/C=C/c3ccccc3)cnc2O[C@@H]1CN(C)C(=O)c1cccnc1	-0.8
COc1ccccc1NC(=O)N(C)C[C@@H]1Oc2ncc(C#CCC(C)C)cc2C(=O)N([C@@H](C)CO)C[C@@H]1C	0.3
CC(C)NC(=O)Nc1ccc2c(c1)C(=O)N([C@H](C)CO)C[C@H](C)[C@H](CN(C)C(=O)NC(C)C)OCCCC[C@@H](C)O2	-1.7
C/C=C/c1ccc([C@@H]2[C@@H](CN(C)C(=O)CN(C)C)N(C(=O)C3CC3)[C@H]2CO)cc1	3.3
CNC[C@H]1Oc2ncc(-c3cncnc3)cc2C(=O)N([C@H](C)CO)C[C@@H]1C	-4.3
C[C@@H]1CCCCO[C@H](CN(C)C(=O)Nc2ccccc2)[C@H](C)CN([C@@H](C)CO)C(=O)c2cc(NC(=O)CCCN(C)C)ccc2O1	0.1
C[C@H]1CCCCO[C@H](CN(C)C(=O)C2CCCCC2)[C@@H](C)CN([C@@H](C)CO)C(=O)c2cc(NC(=O)Nc3cccc4ccccc34)ccc2O1	-1.7
C[C@@H]1CCCCO[C@H](CN(C)C(=O)Nc2cccc3ccccc23)[C@@H](C)CN([C@@H](C)CO)C(=O)c2cc(NS(=O)(=O)c3cn(C)cn3)ccc2O1	0.7
O=C(C[C@H]1C=C[C@@H](NC(=O)c2ccc(F)cc2)[C@@H](CO)O1)NCc1ccncn1	-3.4
CCCNC(=O)N(C)C[C@H]1Oc2ncc(-c3ccc(OC)cc3)cc2C(=O)N([C@H](C)CO)C[C@H]1C	1.1
CO[C@@H]1CN(C)C(=O)c2cc(NC(=O)C3CCCC3)ccc2OC[C@@H](C)NC[C@@H]1C	7.4
C[C@@H]1CCCCO[C@H](CN(C)S(=O)(=O)c2ccccc2)[C@H](C)CN([C@H](C)CO)C(=O)c2cc(NS(=O)(=O)c3ccc(F)cc3)ccc2O1	-2.2
CCCNC(=O)N(C)C[C@@H]1Oc2cc(C#CC(C)C)ccc2S(=O)(=O)N([C@H](C)CO)C[C@@H]1C	-0.1
C[C@H]1CN([C@@H](C)CO)C(=O)c2cc(/C=C/c3ccccc3)cnc2O[C@@H]1CN(C)Cc1cncnc1	-1.5

An excerpt from above in order of length of the SMILES, smallest number first.
SMILES	BioA inh
CO[C@@H]1CN(C)C(=O)c2cc(NC(=O)C3CCCC3)ccc2OC[C@@H](C)NC[C@@H]1C	7.4
C/C=C/c1ccc([C@@H]2[C@@H](CN(C)C(=O)CN(C)C)N(C(=O)C3CC3)[C@H]2CO)cc1	3.3
CCCNC(=O)N(C)C[C@H]1Oc2ncc(-c3ccc(OC)cc3)cc2C(=O)N([C@H](C)CO)C[C@H]1C	1.1
CCCNC(=O)N(C)C[C@@H]1Oc2cc(C#CC(C)C)ccc2S(=O)(=O)N([C@H](C)CO)C[C@@H]1C	-0.1
COc1ccccc1NC(=O)N(C)C[C@@H]1Oc2ncc(C#CCC(C)C)cc2C(=O)N([C@@H](C)CO)C[C@@H]1C	0.3
C[C@@H]1CN([C@@H](C)CO)C(=O)c2cc(/C=C/c3ccccc3)cnc2O[C@@H]1CN(C)C(=O)c1cccnc1	-0.8
C[C@@H]1CN([C@@H](C)CO)C(=O)Cc2cc(NS(=O)(=O)c3ccc(Cl)cc3)ccc2O[C@@H]1CN(C)S(C)(=O)=O	0.0
CC(C)NC(=O)Nc1ccc2c(c1)C(=O)N([C@H](C)CO)C[C@H](C)[C@H](CN(C)C(=O)NC(C)C)OCCCC[C@@H](C)O2	-1.7
C[C@@H]1CCCCO[C@H](CN(C)C(=O)Nc2ccccc2)[C@H](C)CN([C@@H](C)CO)C(=O)c2cc(NC(=O)CCCN(C)C)ccc2O1	0.1
C[C@@H]1CCCCO[C@H](CN(C)S(=O)(=O)c2ccccc2)[C@H](C)CN([C@H](C)CO)C(=O)c2cc(NS(=O)(=O)c3ccc(F)cc3)ccc2O1	-2.2
C[C@@H]1CCCCO[C@H](CN(C)C(=O)Nc2cccc3ccccc23)[C@@H](C)CN([C@@H](C)CO)C(=O)c2cc(NS(=O)(=O)c3cn(C)cn3)ccc2O1	0.7

Further structures.
SMILES	BioA inh
C[C@H]1CN([C@@H](C)CO)C(=O)c2cc(C#CC3CCCCC3)cnc2O[C@H]1CN(C)C(=O)c1ccncc1	0.6
COc1ccccc1NC(=O)N[C@@H]1CC[C@@H](CC(=O)NCc2ccc(Cl)c(Cl)c2)O[C@@H]1CO	-1.0
CCCC(=O)Nc1ccc2c(c1)C(=O)N(C)C[C@@H](OC)[C@@H](C)CN(CCC(F)(F)F)[C@H](C)CO2	-0.4
CO[C@@H]1CN(C)C(=O)c2cc(NS(=O)(=O)c3ccccc3)ccc2OC[C@H](C)N(Cc2ccccn2)C[C@H]1C	-0.5
C[C@H]1CN([C@@H](C)CO)C(=O)c2cc(C#Cc3ccccc3F)cnc2O[C@H]1CN(C)C(=O)c1ccc2c(c1)OCO2	3.9
COCCNC(=O)C[C@H]1C[C@H]2c3cc(NS(=O)(=O)c4ccccc4)ccc3O[C@H]2[C@H](CO)O1	0.8

This is a subset; count on the stated rates, not on these rows.
